Screening data as filed in PubChem.
IDH1 R132H inh: inhibitors of IDH1 R132H reductase, primary screen, biochemical, plate reader, single point | Isocitrate dehydrogenase [NADP] cytoplasmic (Homo sapiens), O75874 | diaphorase/resazurin fluorescence, 60 min | inhibition, % at 10 µM | 0.18% of 70,000 active | AID 624101, 2012; in the data active = inhibition above about 34%;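 note: 0% = DMSO and 100% = no enzyme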
Target sequence (O75874 whole entry R132H): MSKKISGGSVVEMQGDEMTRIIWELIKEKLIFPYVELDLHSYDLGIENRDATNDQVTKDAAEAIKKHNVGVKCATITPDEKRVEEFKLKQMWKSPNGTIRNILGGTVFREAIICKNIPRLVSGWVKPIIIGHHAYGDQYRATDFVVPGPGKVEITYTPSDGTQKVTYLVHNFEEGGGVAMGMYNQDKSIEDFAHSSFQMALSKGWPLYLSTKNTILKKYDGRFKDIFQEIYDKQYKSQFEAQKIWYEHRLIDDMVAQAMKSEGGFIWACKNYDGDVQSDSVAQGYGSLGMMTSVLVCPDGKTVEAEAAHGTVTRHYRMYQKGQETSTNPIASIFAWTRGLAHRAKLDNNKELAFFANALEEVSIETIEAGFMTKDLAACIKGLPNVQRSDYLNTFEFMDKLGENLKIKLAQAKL
PRC2 inh: EZH2/PRC2 methyltransferase inhibitors, primary screen, biochemical, DELFIA time-resolved fluorescence, single point; inhibition, % at 12.5 µM; 0.35% of 57,000 active; PRC2 H3K27 methylation, DELFIA TRF, 1 h;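 active = mean inhibition of replicates at least 50% and every single replicate also reaching 50%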;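 note: dimethyl H3K27 on biotinylated H3 21-44 peptide detected by antibody; plate controls were median neutral control wells for no effect and median positive control wells for full effect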
Numbers without * were called inactive; . = no result given.

SMILES	IDH1 R132H inh	PRC2 inh
C[C@@H]1CN([C@H](C)CO)C(=O)c2cc(NC(=O)Nc3ccccc3)ccc2O[C@@H](C)CCCCO[C@@H]1CN(C)Cc1ccc(C(=O)O)cc1	1.0	.
C[C@H]1CN([C@@H](C)CO)C(=O)c2cc(NC(=O)CCCN(C)C)ccc2O[C@H]1CN(C)S(=O)(=O)c1ccc(F)cc1	.	-4
Cc1noc(C)c1NC(=O)Nc1cccc2c1O[C@@H](CN(C)Cc1ccc(C(=O)Nc3ccccc3N)cc1)[C@H](C)CN([C@H](C)CO)C2=O	.	2
C[C@@H]1CN([C@H](C)CO)C(=O)c2c(c3ccccc3n2C)-c2ccccc2CO[C@H]1CN(C)C(=O)N[C@H](C)c1ccccc1	-0.5	-1
C[C@H](CO)N1C[C@H](C)[C@@H](CN(C)C(=O)CCCN(C)C)OCCCC[C@H](C)Oc2ccc(NC(=O)c3ccncc3)cc2C1=O	-0.1	.
COc1ccc(NC(=O)Nc2cccc3c2O[C@H](CN(C)S(=O)(=O)c2cn(C)cn2)[C@@H](C)CN([C@H](C)CO)C3=O)cc1	-2.4	.
C[C@H]1CCCCO[C@@H](CN(C)Cc2ccc(C(=O)O)cc2)[C@@H](C)CN([C@@H](C)CO)C(=O)c2cc(NC(=O)C3CCCCC3)ccc2O1	0.9	.
O=C(C[C@@H]1C=C[C@@H](NC(=O)Nc2ccc3c(c2)OCO3)[C@H](CO)O1)NCc1ccc(F)cc1	0.5	1
COc1ccccc1S(=O)(=O)N[C@H]1CC[C@H](CCn2cc(C3CC3)nn2)O[C@@H]1CO	-0.1	3
CC(=O)N(C)C[C@@H]1Oc2ncc(C#Cc3ccccc3F)cc2C(=O)N([C@H](C)CO)C[C@@H]1C	-2.6	7
COc1ccc(-c2cn(CC[C@H]3CC[C@H](NC(=O)c4cnccn4)[C@@H](CO)O3)nn2)cc1	0.2	5
C[C@H]1CN([C@@H](C)CO)C(=O)c2ccccc2-c2ccccc2CO[C@H]1CN(C)S(=O)(=O)c1ccc(C#N)cc1	.	-44

Another view of 4 compounds above:
Below each SMILES: IDH1 R132H inh | PRC2 inh
C[C@@H]1CN([C@H](C)CO)C(=O)c2c(c3ccccc3n2C)-c2ccccc2CO[C@H]1CN(C)C(=O)N[C@H](C)c1ccccc1
 : -0.5 | -1
C[C@@H]1CN([C@H](C)CO)C(=O)c2cc(NC(=O)Nc3ccccc3)ccc2O[C@@H](C)CCCCO[C@@H]1CN(C)Cc1ccc(C(=O)O)cc1
 : 1.0 | .
Cc1noc(C)c1NC(=O)Nc1cccc2c1O[C@@H](CN(C)Cc1ccc(C(=O)Nc3ccccc3N)cc1)[C@H](C)CN([C@H](C)CO)C2=O
 : . | 2
COc1ccccc1S(=O)(=O)N[C@H]1CC[C@H](CCn2cc(C3CC3)nn2)O[C@@H]1CO
 : -0.1 | 3

(listing goes on)
SMILES	IDH1 R132H inh	PRC2 inh
C[C@H]1CN([C@@H](C)CO)C(=O)c2cc(Br)cnc2O[C@H]1CN(C)C(=O)c1ccc(F)cc1	-0.8	9
COC(=O)N(C)C[C@@H]1OCc2ccccc2-c2ccccc2C(=O)N([C@H](C)CO)C[C@H]1C	1.6	-9
Cc1ccc(S(=O)(=O)Nc2ccc3c(c2)CC(=O)N([C@H](C)CO)C[C@H](C)[C@H](CN(C)Cc2ccncc2)O3)cc1	3.2	-8
O=C(NCC[C@H]1CC[C@H](NS(=O)(=O)c2cccc(F)c2)[C@H](CO)O1)C1CCC1	0.4	-4
CO[C@H]1CN(C)C(=O)c2cc(NS(=O)(=O)c3ccc(Cl)cc3)ccc2OC[C@@H](C)N(C)C[C@H]1C	0.4	11
Cc1ccc(S(=O)(=O)N(C)CC(=O)Nc2ccc(C(N)=O)cc2)cc1	0.2	-11
CCCN(C)C[C@@H]1Oc2ncc(-c3cccc(C#N)c3)cc2C(=O)N([C@H](C)CO)C[C@H]1C	-0.1	-22
COCC(=O)N(C)C[C@@H]1Oc2cc(C#CCC(C)C)ccc2S(=O)(=O)N([C@@H](C)CO)C[C@@H]1C	-8.6	8
COc1ccc(NC(=O)Nc2ccc3c(c2)CC(=O)N([C@H](C)CO)C[C@@H](C)[C@H](CN(C)S(=O)(=O)c2cccs2)O3)cc1	-0.1	.
Cc1noc(C)c1S(=O)(=O)Nc1ccc2c(c1)C(=O)N([C@H](C)CO)C[C@@H](C)[C@H](CN(C)C(=O)Cc1ccccc1)OCCCC[C@@H](C)O2	0.2	.
O=C(C[C@@H]1C=C[C@@H](NC(=O)Nc2cc(F)ccc2F)[C@@H](CO)O1)Nc1ccccc1	-0.1	1
C[C@H](CO)N1C[C@H](C)[C@@H](CN(C)S(C)(=O)=O)Oc2c(NC(=O)C3CC3)cccc2C1=O	.	-3

Taken from above:
`Cc1ccc(S(=O)(=O)N(C)CC(=O)Nc2ccc(C(N)=O)cc2)cc1` in PRC2 inh reads -11
`C[C@H]1CN([C@@H](C)CO)C(=O)c2cc(Br)cnc2O[C@H]1CN(C)C(=O)c1ccc(F)cc1` in PRC2 inh reads 9

Continued:
SMILES	IDH1 R132H inh	PRC2 inh
COc1ccc(S(=O)(=O)Nc2ccc3c(c2)C(=O)N([C@@H](C)CO)C[C@H](C)[C@H](CN(C)Cc2ccc4c(c2)OCO4)OCCCC[C@@H](C)O3)cc1	-0.7	.
CC(C)(C)[S@](=O)N1Cc2cc(C(=O)NCc3ccc4c(c3)OCO4)nc(-c3cccc(-c4cccnc4)c3)c2[C@@H]1CCO	-1.4	8
C[C@H]1CN([C@@H](C)CO)C(=O)c2cc(-c3ccc(C#N)cc3)cnc2O[C@H]1CN(C)C(=O)CC1CC1	0.1	-25
O=C(N[C@H]1CC[C@H](CCNC(=O)C2CCC2)O[C@@H]1CO)c1ccccn1	-0.3	6
CN(C)CC(=O)N[C@@H]1C=C[C@@H](CC(=O)NCc2ccc(Cl)cc2)O[C@H]1CO	-0.2	-13
COC(=O)c1c(NC(=S)Nc2ccc(OC)cc2[N+](=O)[O-])sc2c1CCC(C)C2 (stereo unspecified)	0.2	10
O=C(NC1CCCCNC1=O)c1cn(S(=O)(=O)c2ccccc2)c2ccccc12 (stereo unspecified)	-5.6	5
Cc1noc(C)c1NC(=O)Nc1ccc2c(c1)C(=O)N([C@@H](C)CO)C[C@@H](C)[C@H](CN(C)C(=O)Nc1ccc(C(F)(F)F)cc1)O2	-2.5	.
COc1cc(NC(=O)CCCN2C(=O)c3ccccc3C2=O)cc(OC)c1	-0.6	-6
CO[C@H]1CN(C)C(=O)c2ccc(NC(C)=O)cc2OC[C@@H](C)N(Cc2ccncc2)C[C@H]1C	0.4	-12
C[C@@H]1CCCCO[C@@H](CN(C)C(=O)Nc2ccc(C(F)(F)F)cc2)[C@H](C)CN([C@H](C)CO)C(=O)c2cc(NS(=O)(=O)c3ccc(Cl)cc3)ccc2O1	4.5	.
O=C(Nc1ccc(F)cc1)N[C@H]1C=C[C@@H](CC(=O)N2CCCCC2)O[C@H]1CO	0.0	0
CO[C@@H]1CN(C)C(=O)c2cc(NC(C)=O)ccc2OC[C@@H](C)N(C(=O)c2cnccn2)C[C@@H]1C	-0.3	1
Cc1noc(C)c1S(=O)(=O)Nc1ccc2c(c1)C(=O)N([C@@H](C)CO)C[C@@H](C)[C@@H](CN(C)Cc1ccc(C(=O)Nc3ccccc3N)cc1)O2	0.6	-5
CNC[C@@H]1Oc2cc(C#CC3CCCCC3)ccc2S(=O)(=O)N([C@@H](C)CO)C[C@@H]1C	-0.1	-25
C[C@@H]1CN([C@@H](C)CO)C(=O)Cc2cc(NC(=O)NC3CCCCC3)ccc2O[C@@H]1CN(C)S(=O)(=O)c1ccc(F)cc1	-0.5	-8
COCC#Cc1cnc2c(c1)C(=O)N([C@H](C)CO)C[C@@H](C)[C@H](CN(C)C(=O)C1CCCCC1)O2	-0.6	4
C[C@H]1CN([C@@H](C)CO)S(=O)(=O)c2ccc(C3=CCCCC3)cc2O[C@H]1CN(C)C(=O)CN(C)C	1.2	-25
O=C(N[C@H]1CC[C@@H](CCn2cc(C3(O)CCCC3)nn2)O[C@@H]1CO)c1ccccc1F	-0.2	6
O=C(O)CSc1nc2cc(F)c(F)cc2[nH]1	-0.9	10
O=[N+]([O-])c1ccccc1C(c1c[nH]c2ccccc12)c1c[nH]c2ccccc12	-0.7	6
C[C@@H]1CN([C@@H](C)CO)C(=O)Cc2cc(N(C)C)ccc2O[C@H]1CN(C)Cc1ccccc1	-0.1	2
CCC(=O)Nc1ccc2c(c1)OC[C@@H](C)N(Cc1ccccc1OC)C[C@H](C)[C@@H](OC)CN(C)C2=O	-0.2	-10
COC(=O)C[C@H]1C[C@H]2c3cc(NC(=O)NC4CCCCC4)ccc3O[C@H]2[C@@H](CO)O1	-0.2	-8
CN(C)CC(=O)Nc1ccc2c(c1)[C@@H]1C[C@H](CC(=O)NCc3ccncc3)O[C@@H](CO)[C@@H]1O2	0.5	0
CN(C)c1ccc2c(c1)[C@@H]1C[C@H](CC(=O)NCc3ccccc3)O[C@@H](CO)[C@@H]1O2	-1.6	-9
COc1ccc(CN(C)C[C@H]2Oc3ccc(NC(=O)Cn4cnnn4)cc3C(=O)N([C@H](C)CO)C[C@H]2C)cc1	2.1	0
CC12N=C3SCC(=O)N3[C@H](c3ccccc3O1)[C@H]2CO	.	6
COc1ccc(NC(=O)N[C@@H]2CC[C@@H](CCNS(=O)(=O)c3ccccc3F)O[C@H]2CO)cc1	0.1	0
Cc1ccc(S(=O)(=O)Nc2ccc3c(c2)C(=O)N([C@@H](C)CO)C[C@H](C)[C@@H](CN(C)C(=O)Nc2ccc(C(F)(F)F)cc2)OCCCC[C@@H](C)O3)cc1	3.0	.
COc1ccc(NC(=O)Nc2ccc3c(c2)C(=O)N([C@H](C)CO)C[C@H](C)[C@@H](CN(C)C(=O)Nc2ccccc2)OCCCC[C@H](C)O3)cc1	-1.5	.
CSc1ncc(Cl)c(C(=O)Nc2sc3c(c2C(=O)NCCc2ccccc2)CCC3)n1	0.2	6
C[C@H]1CN([C@@H](C)CO)C(=O)Cc2cc(NC(=O)Cc3ccccc3)ccc2O[C@@H]1CN(C)CC1CC1	0.4	-1
C[C@@H]1CN([C@@H](C)CO)C(=O)c2cccc(NS(=O)(=O)c3cccs3)c2O[C@@H]1CN(C)C(=O)Nc1ccc(C(F)(F)F)cc1	1.1	.
C[C@@H]1CN([C@@H](C)CO)C(=O)c2c(c3ccccc3n2C)-c2ccccc2CO[C@@H]1CN(C)S(=O)(=O)c1cccc(C#N)c1	-1.9	-16
C[C@@H]1CN([C@@H](C)CO)C(=O)c2cc(NC(=O)Nc3cccc4ccccc34)ccc2O[C@@H]1CN(C)C(=O)Nc1ccc2c(c1)OCO2	-4.4	.
C[C@@H]1CCCCO[C@H](CN(C)S(=O)(=O)c2ccc(F)cc2)[C@@H](C)CN([C@H](C)CO)C(=O)c2cc(NC(=O)NC3CCCCC3)ccc2O1	1.3	.
Cc1noc(C)c1S(=O)(=O)Nc1cccc2c1O[C@H](CN(C)C(=O)Nc1cccc3ccccc13)[C@H](C)CN([C@@H](C)CO)C2=O	2.8	.
Cc1noc(C)c1NC(=O)Nc1ccc2c(c1)C(=O)N([C@@H](C)CO)C[C@@H](C)[C@H](CN(C)C(=O)NC1CCCCC1)O2	1.0	.
C[C@@H]1CN([C@@H](C)CO)C(=O)c2cc(NC(=O)Nc3ccc4c(c3)OCO4)ccc2O[C@@H]1CN(C)C(=O)Nc1ccc(C(F)(F)F)cc1	-4.4	.
Cc1noc(C)c1NC(=O)Nc1cccc2c1O[C@H](CN(C)C(=O)Nc1cccc3ccccc13)[C@H](C)CN([C@H](C)CO)C2=O	5.7	.
O=C(Nc1ccccc1Cl)c1ccccc1S(=O)(=O)c1ccccc1[N+](=O)[O-]	0.3	-1
CCc1ccccc1NC(=O)CSc1c(C)n[nH]c1C	0.1	-14
Cn1c(=O)c2c(nc(SCC(=O)O)n2Cc2ccc(F)cc2)n(C)c1=O	0.4	-5
CCn1c(SCC(=O)Nc2cc3oc4ccccc4c3cc2OC)nnc1-c1cccnc1	-0.3	2
C[C@H](CO)N1C[C@H](C)[C@H](CN(C)S(=O)(=O)c2ccccc2)Oc2ncc(-c3ccccc3)cc2C1=O	-2.7	5
Cc1cc(Cl)ccc1OC(C)C(=O)Nc1cccc(-c2nnc(-c3ccccc3)o2)c1 (stereo unspecified)	-0.1	-1
C[C@H](CO)N1C[C@H](C)[C@@H](CN(C)Cc2ccccc2)Oc2ccc(NC(=O)c3ccncc3)cc2C1=O	0.0	-11

Gathered by group: those above with an NH in an aromatic ring.
SMILES	IDH1 R132H inh	PRC2 inh
O=C(O)CSc1nc2cc(F)c(F)cc2[nH]1	-0.9	10
O=[N+]([O-])c1ccccc1C(c1c[nH]c2ccccc12)c1c[nH]c2ccccc12	-0.7	6
CCc1ccccc1NC(=O)CSc1c(C)n[nH]c1C	0.1	-14

Further structures.
SMILES	IDH1 R132H inh	PRC2 inh
CCCC(=O)Nc1ccc2c(c1)C(=O)N(C)C[C@@H](OC)[C@H](C)CN(C(=O)c1cnccn1)[C@@H](C)CO2	0.0	-4
COCCNC(=O)C[C@@H]1C[C@H]2c3cc(NC(=O)c4cccnc4)ccc3O[C@H]2[C@H](CO)O1	-1.2	-10
CC(C)NC(=O)N(C)C[C@H]1OCCCC[C@H](C)Oc2ccc(NS(=O)(=O)c3ccc(Cl)cc3)cc2C(=O)N([C@@H](C)CO)C[C@@H]1C	-1.4	.
C[C@H](CO)N1C[C@H](C)[C@@H](CN(C)S(=O)(=O)c2cccs2)OCCCC[C@H](C)Oc2ccc(NS(=O)(=O)c3cccs3)cc2C1=O	-0.6	.
O=C(C[C@H]1CC[C@H](NC(=O)CN2CCOCC2)[C@H](CO)O1)NCCc1ccccc1	-0.2	6

Not all compounds are listed. The share of hits here may be higher or lower than overall.
